IL-1B inflam inh: inhibitors of inflammasome signaling (IL-1 beta secretion); THP-1 LPS/ATP IL-1B secretion, AlphaLISA, 16 h; active compounds read low; activity change, % at 57.5 µM; 4.7% of 360,000 active; in the data active = activity change below about -50%; inconclusive = mostly about -30% to -49%; also: % is scaled to controls: 0 for no effect and ±100 for the full control effect
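Secreted IL-1B measured by AlphaLISA bead assay after 16 h compound exposure of THP-1 cells; compounds (final up to 57.5 uM) added 1 h before LPS (250 ng/mL) and ATP (1.25 mM) stimulation; lower signal means less secretion.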
Nrf2 activator: Nrf2 pathway activation. AREc32 ARE-luciferase reporter (MCF7-derived line), luminescence, 24 h. Potency, µM (highest dose often 46.1 µM), for the others: top-dose activation, usual class: activators. 0.31% of 410,000 active. AID 624171; also: potency is read from the fitted curve at half-maximal effect; % of control where 0% means no effect; nearly all actives have a fitted effect of over 65% in size
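ARE activation measured as luciferase luminescence (Steady-Glo, 30 min RT) in AREc32_Fluc cells after 24 hr compound exposure at 37 deg C, 5% CO2; cells seeded overnight at 1000/well in OPTI-MEM, 5% FBS.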
ATXN2 expr inh: ATXN2 expression inhibition; Potency, µM (highest dose often 57 µM), inactives show at the top dose activity change, negative = inhibition, actives largely listed as inhibitors; HEK-293 ATXN2-luciferase reporter, luminescence, 24 h; AID 1745845; 0.72% of 360,000 active; also: potency is read from the fitted curve at half-maximal effect; % is scaled to controls: 0 for no effect and ±100 for the full control effect; nearly all actives have a fitted effect of over 55% in size
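qHTS (up to 57 uM final) was run with 24 h compound exposure of reporter cells at 37 °C. Each well was multiplexed: SteadyGlo luminescence measured ATXN2-luciferase expression after a fluorogenic Gly-Phe-AFC viability readout (25 uM final).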
S2 tox: viability counter-screen for ATXN expression inhibitors. S2 cells (HEK-293 line with an ATXN2-luciferase reporter) viability, CellTiter-Fluor protease fluorescence, 24 h. Potency, µM (top dose mostly 56.7 µM), actives largely listed as cytotoxic. 0.49% of 400,000 active; also: potency is read from the fitted curve at half-maximal effect; nearly all actives have a fitted effect of over 40% in size
MCF10A rereplic: induces DNA re-replication in MCF 10a normal breast cells; MCF 10A DNA re-replication, Hoechst nuclear intensity, 48 h; Potency, µM (doses to about 46.1 µM), for inactives: at the top dose activity, positive = re-replication, usual class: activators; 2.9% of 350,000 active; also: potency is read from the fitted curve at half-maximal effect; % of control where 0% means no effect; nearly all actives have a fitted effect of over 50% in size
TGFb SMAD3 inh: blocks TGF-b signaling | HepG2 CAGA-GFP TGF-b/SMAD3 reporter, GFP fluorescence, 18 h; TGF-beta stimulated, 500 pg/mL final | Potency, µM (titrated, usually from 46.1 µM), for inactives: at the top dose activity, negative = inhibition, actives largely listed as inhibitors | 1.2% of 410,000 active | AID 588855; also: potency is read from the fitted curve at half-maximal effect; % is scaled to controls: 0 for no effect and ±100 for the full control effect; nearly all actives have a fitted effect of over 65% in size
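HEPG2 CAGA-GFP, 1000 cells/well; 2 h settle, 37 C; cpd via pin tool; TGF-b 500 pg/mL final; 18 h, 37 C; GFP imaging ex488/em500-530; %Activity normalised to -TGF-b and +DMSO controls; CRC fit, curve class.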
Nrf2 block: Nrf2 pathway inhibition. A549 ARE-Fluc reporter, luciferase luminescence, 18-24 h. Potency, µM (highest dose often 46 µM), for inactives: at the top dose activity change, negative = inhibition, most hits filed as inhibitors. 2.1% of 360,000 active. AID 504444; also: potency is read from the fitted curve at half-maximal effect; % is scaled to controls: 0 for no effect and ±100 for the full control effect; nearly all actives have a fitted effect of over 60% in size
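Quantitative HTS in A549 cells stably bearing an antioxidant response element-firefly luciferase construct. Inhibition of Nrf2-driven transcription was scored by luminescence after 18-24 h of compound exposure at 37 °C.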
HepG2 viability: kills HepG2 cells in TGF-b inhibitor counter-screen; 0.76% of 410,000 active; Potency, µM (doses to about 46.1 µM), without a hit: top-dose activity change, negative = cytotoxicity, actives largely listed as cytotoxic; HepG2 CAGA-GFP viability, ATP luminescence, 18 h; also: potency is read from the fitted curve at half-maximal effect; some results filed as inactive show a strong effect at the top dose
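HepG2 CAGA-GFP cells (1000/well, DMEM with 1% FBS) received compound, then TGF-beta at 500 pg/mL final, and were incubated 18 hours at 37 degrees C. Viability was read by CellTiter-Glo luminescence. Media-only wells were set as complete cell-killing and DMSO as no toxicity.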
A549 viability: counter-screen for Nrf2 inhibitors: cytotoxicity in A549 cells. 0.16% of 390,000 active. A549 ARE-Fluc cells, CellTiter-Fluor viability, 18-24 h. Potency, µM (highest dose often 46 µM), for the others: top-dose activity change, negative = cytotoxicity, actives largely listed as inhibitors. AID 504648; also: potency is read from the fitted curve at half-maximal effect; % is scaled to controls: 0 for no effect and ±100 for the full control effect
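A549 ARE_Fluc cells in 5% FBS OPTI-MEM were exposed to compounds in concentration-response for 18-24 h at 37 deg C. Viability was read by CellTiter-Fluor fluorescence (Ex 405/Em 525) after 30 min, before the luciferase read.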
Numbers without * were called inactive; i = inactive; ? = inconclusive; / = no result given; & = joins results of further samples; [ ] = remark or other dose. Unless noted, calls follow the shape of the dose curve; as a rule, active = well fitted curve in the direction sought with a large enough effect; inconclusive = small, poorly fitted or top-dose-only effect, or another doubt; inactive = no such curve, though single readings can be large; an effect the other way counts as inactive or inconclusive.

SMILES	IL-1B inflam inh	Nrf2 activator	ATXN2 expr inh	S2 tox	MCF10A rereplic	TGFb SMAD3 inh	Nrf2 block	HepG2 viability	A549 viability
COc1cc(NC(N)=S)c(OC)cc1Cl	37	-0.7%	2%	i	6%	4%	?	-48%	-1%
Cc1c(C(=O)NCCCN2CCCC2=O)oc2c(Cl)cccc12	-4	2.4%	6%	i	-10%	-1%	-9%	2%	0%
COC1OC2COC(c3ccccc3)OC2C(O)C1NC(=O)c1ccccc1 (stereo not given)	7	-0.7%	-18%	i	-4%	1%	-7%	18%	12%
CC1CCCC(NC(=O)c2cccc(S(=O)(=O)N3CCOCC3)c2)C1C (stereo not given)	-16	1.3%	/	i	/	-3%	/	4%	/
COc1ccc(C(=O)N(C)Cc2nc3ccccc3c(=O)[nH]2)cc1S(=O)(=O)N1CCCC1	14	-0.7%	-17%	i	0%	-3%	3%	2%	9%
CNS(=O)(=O)c1ccc(NS(=O)(=O)c2ccccc2F)cc1	1	0.2%	/	i	-1%	15%	-2%	7%	2%
Cc1c(Br)c([N+](=O)[O-])nn1CC(=O)N(C)Cc1ccccc1	0	0.9%	/	?	2%	-1%	2%	17%	1%
CC(C)(C)c1cnnn1-c1ccc(C=O)cc1	13	-0.4%	6%	i	0%	-3%	?	-3%	4%
CCOC(=O)N1CCC(NC(=O)c2ccc3c(c2)N(Cc2ccc(Cl)cc2)C(=O)c2ccccc2S3(=O)=O)CC1	/	3.9%	17%	i	/	?	-2%	-8%	-6%
Cc1ccccc1C(=O)O/N=C/c1c(N2CCOCC2)n(C)c2ccccc12	37	-0.8%	?	i	?	?	?	-16%	-4%
COc1cccc(CNS(=O)(=O)c2c(C(=O)N3CCCC3)c(C)n(C)c2C)c1	1	-1.9%	-2%	i	4%	15%	6%	5%	-14%
Cc1cccc(/C=N/NC(=O)Cn2nccc2C)n1	12	0.2%	-13%	?	0%	26%	-2%	3%	-2%
COc1ccccc1Cc1c(-c2ccc(C#N)cc2)nc2c3ccccc3ccn12	-8	23%	-11%	i	/	-30%	/	-34%	/
Cc1ccc(-c2c[n+]3c(n2-c2ccccc2)SCC3)cc1	-2	-1.2%	?	?	2%	-18%	2.3µM*	-26%	-16%
CC(C)(C)c1ccc(C(=O)N2CCN(C(=O)c3cccs3)CC2)cc1	-7	-0.2%	6%	i	-5%	-7%	4%	-16%	-3%
Cc1ccc(NC(=O)Cn2ccnc2)cc1C	23	6.1%	/	i	1%	1%	-13%	1%	1%
Cc1csc(SCC(=O)Nc2ccccn2)n1	7	7.0%	7%	i	-1%	-6%	/	-16%	0%
O=C(COC(=O)c1ccc(O)cc1O)NC12CC3CC(CC(C3)C1)C2	5	0.3%	5%	i	-9%	?	?	-19%	0%
FC(F)(F)c1nnc2n1N=C(c1cccs1)CS2	23	2.5%	21%	i	2%	-3%	1%	1%	-4%
CC1(C(=O)NCc2ccc(C(F)(F)F)cc2)CCN1Cc1ccc(-c2ccccc2)o1 (stereo not given)	-54*	0.3%	-12%	?	/	?	/	-74%	/
c1ccc(N2CCN(c3nnnn3-c3ccccc3)CC2)cc1	-14	-1.2%	-2%	i	-11%	32%	-14%	-27%	1%
CCOC(=O)N1CCC(NC(=O)C2CCC(Cn3c(=O)[nH]c4ccccc4c3=O)CC2)CC1 (stereo not given)	12	-0.6%	-6%	i	7%	-13%	?	-14%	-3%
CCC1CCCCN1C(=S)Nc1ccc(OC(F)F)cc1 (stereo not given)	-2	0.8%	1%	i	4%	2%	18%	3%	13%
CCCC(=NCCc1c(C)[nH]c2ccccc12)C1=C(O)CC(c2ccccc2)CC1=O (stereo not given)	7	0.5%	-9%	?	1.5µM*	?	4%	-6%	-30%
COc1ccc(-n2nnc3c(=O)n(CC(=O)N4CCC(C)CC4)cnc32)cc1	9	0.7%	-5%	i	-2%	1%	7%	-2%	-10%
O=C(O)CC/C(=N\NC(=O)CNC(=O)c1cccc(Cl)c1)c1ccccc1	19	-0.3%	-18%[11.3 µM]	i	2%	0%	?	-14%	2%
COCCn1c(SCC(=O)N(C)c2c(N)n(Cc3ccccc3)c(=O)[nH]c2=O)nnc1-c1cccc(C)c1	22	-0.2%	-5%	i	2%	-1%	-2%	-11%	-4%
O=C(NNC(=O)c1ccccc1Br)c1cnccn1	16	-0.2%	/	i	-2%	?	5%	-29%	-5%
NC[C@H](O)c1ccc(O)c(O)c1	0	2.9%	-21%&-5%&1%	i	-72%&-9%[inhibitor]	-1%	18%&-11%	-3%	-7%&0%
CCCCn1c2nc3ccccc3nc2c2c(=O)n(CCC(C)C)cnc21	18	0.0%	-1%	i	-5%	-1%	4%	-1%	-6%
CCOc1ccc(-n2cc(C(=O)N3CCC(C)CC3)c3cc(OC)c(OC)cc3c2=O)cc1	-17	0.5%	1%	i	12%[9.22 µM]	13µM*	?	-36%	-13%
C#CCOCCOCCOCCNc1nc(N2CCN(C(=O)[C@H](CCCCN)n3cc([C@@H](N)[C@H](C)CC)nn3)CC2)nc(N2CCN(C(=O)[C@H](CCC(=O)O)n3cc([C@@H](N)CCCCN)nn3)CC2)n1	-8	0.1%	10%	i	?	2%	10%	7%	-5%
COC(=O)C1C(=O)C=C(Nc2ccc(F)cc2F)CC1c1ccc(OC)cc1 (stereo not given)	11	3.2%	22%	?	1%	-9%	2%	-37%	6%
CCN(CC)CCCNC(=O)c1ccc(Cl)c(S(=O)(=O)Nc2ccccc2OC)c1	3	0.2%	/	/	13%	-7%	-10%	-13%	-2%
O=C(COC(=O)C1CCN(S(=O)(=O)c2ccc3c(c2)OCCO3)CC1)NC1CCS(=O)(=O)C1 (stereo not given)	1	-0.5%	7%	i	0%	-5%	7%	10%	-6%
Cc1nc(N2CCOCC2)c2c(C)c(C(=O)Nc3ccccc3C(F)(F)F)sc2n1	?	-0.2%	12%	i	1%	-14%	-25%	-11%	0%
Nc1nnc(CC2=CCCCC2)s1	8	-0.5%	11%	i	3%	?	?	8%	0%
CCCNC(=O)C12CCC(C)(C(=O)O1)C2(C)C (stereo not given)	-6	-1.4%	-24%	i	1%	-8%	5%	1%	0%
CC1(C)CC2CC(C)(CN2CC(=O)C(C#N)c2ccccc2)C1 (stereo not given)	6	-0.1%	6%	i	0%	?	10%	3%	7%
O=C1N[C@@H](Cc2ccccc2)C(=O)N1CCN1CCOCC1	-10	0.0%	1%	i	-7%	-8%	6%	-23%	-1%
Brc1ccccc1C1=Nn2c(nnc2-c2ccco2)SC1	-4	7.0%	0%	i	11%	-14%	-5%	-3%	-1%
CCOC(=O)Cn1c(=NC(=O)c2cccs2)sc2cc(C(=O)OC)ccc21	12	0.8%	22%	?	3%	-17%	15%	-3%	-4%
Clc1ccc(-c2ccc(CNCc3ccccn3)o2)cc1	-6	16%	/	i	0%	-3%	?	0%	2%
CCN(CC)c1ccc(/C=C2/SC(=O)N(C(C)C)C2=O)o1	-94*	?	-19%	?	?	142%[activator]	?	-111%	-30%
COc1ccccc1NC(=O)CN1CCN(c2ccc(F)cc2)CC1	8	-0.5%	-18%	i	12%	-20%	1%	-5%	-2%
COc1ccc(NC(=O)NC(C)(C(F)(F)F)C(F)(F)F)cc1	0	-0.1%	2%	i	22%	0%	14%	4%	3%
O=C1CC(c2ccccc2)Cc2[nH]c(=O)c(C(=O)Nc3cccc(F)c3)cc21 (stereo not given)	/	-0.1%	8%	i	/	17%	/	-22%	6%
c1ccc(CN2CCN(C3=Nc4cccc5cccc3c45)CC2)cc1	-90*	4.7%	0%	i	?	-3%	?	-25%	-8%

In a second layout: 2 of the compounds above.
Compound | IL-1B inflam inh | Nrf2 activator | ATXN2 expr inh | S2 tox | MCF10A rereplic | TGFb SMAD3 inh | Nrf2 block | HepG2 viability | A549 viability
Brc1ccccc1C1=Nn2c(nnc2-c2ccco2)SC1 | -4 | 7.0% | 0% | i | 11% | -14% | -5% | -3% | -1%
COc1cccc(CNS(=O)(=O)c2c(C(=O)N3CCCC3)c(C)n(C)c2C)c1 | 1 | -1.9% | -2% | i | 4% | 15% | 6% | 5% | -14%

The results go on.
SMILES	IL-1B inflam inh	Nrf2 activator	ATXN2 expr inh	S2 tox	MCF10A rereplic	TGFb SMAD3 inh	Nrf2 block	HepG2 viability	A549 viability
COc1ccc(-n2c(C)cc(/C=N/Nc3nc(N4CCOCC4)nc(N4CCOCC4)n3)c2C)cc1	-2	2.5%	-11%	i	17%	17%	-3%	-28%	20%
Cc1ccccc1-c1nc2c(=O)n(C)c(=O)nc-2n(C)n1	/	/	/	/	/	0.63µM*	2.3µM*	1.1µM*	4.1µM*
Fc1ccc(N2CCN(c3nnnn3-c3ccccc3)CC2)cc1	?	-1.4%	-9%	i	7%	-14%	?	-4%	-2%
O=C(NCc1ccccc1)c1ccc2c(c1)C(=O)N(CC1CCCO1)C2=O (stereo not given)	-1	-0.9%	0%	i	368%[0.0737 µM]	13%	4%	2%	2%
CCCCN(CCCC)Cc1cc(=O)oc2cc(C)cc(C)c12	40	6.0%	10%	i	/	-15%	/	5%	/
CCN1C/C(=C\c2cc(OC)c(OC)c(OC)c2)C2=NN(c3ccccc3)C(c3cc(OC)c(OC)c(OC)c3)C2C1 (stereo not given)	17	-0.4%	-21%	/	?	-9%	3%	10%	5%
Cc1ccc(S(=O)(=O)C(CNC(=O)c2ccccc2F)c2cccs2)cc1 (stereo not given)	/	7.5%	15%	i	/	-13%	/	-2%	-6%

Quoted from the listing:
In TGFb SMAD3 inh, `Cc1ccccc1-c1nc2c(=O)n(C)c(=O)nc-2n(C)n1` is entered as 0.63µM*
In TGFb SMAD3 inh, `Cc1ccc(S(=O)(=O)C(CNC(=O)c2ccccc2F)c2cccs2)cc1` (stereo not given) is entered as -13%
In Nrf2 block, `CCN1C/C(=C\c2cc(OC)c(OC)c(OC)c2)C2=NN(c3ccccc3)C(c3cc(OC)c(OC)c(OC)c3)C2C1` (stereo not given) is entered as 3%
In MCF10A rereplic, `O=C(NCc1ccccc1)c1ccc2c(c1)C(=O)N(CC1CCCO1)C2=O` (stereo not given) is entered as 368%[0.0737 µM]
